Screening data deposited in PubChem BioAssay by several laboratories.
pCIP destab – lowers stability of the mouse p/CIP coactivator protein. AID 1984. decrease of EGFP signal, % at 10 µM. 290,000 compounds, 0.01% hits. F442A p/CIP-EGFP cells, EGFP fluorescence, 16 h;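 active = EGFP signal decrease of at least 30% at 10 µM or well 3 SD below plate mean, unless failing retest; inactive = the rest, including hits failing retest or dose response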; note: some compounds called inactive have numbers as strong as hits; many of its hits are not listed in these tables
IDE cell activ – IDE (human) activation, cell-based. 340,000 compounds, 0.073% hits. HEK cells, FAbeta-B cleavage, fluorescence polarization; 0% vehicle, 100% cell-free pure enzyme wells. activation, % at 5.96 µM. P14735;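 active = activation above the mean of all tested compounds plus 3 SD, set per screening campaign, cut at about 17% in these data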
UBC9 SUMO inh – blocks human SUMOylation mediated by UBC9; P63279; HTRF SUMOylation assay, SAE1/SAE2 + UBC9, in vitro; inhibition, % at 35 µM; 290,000 compounds, 0.36% hits; in the data active = inhibition above about 50%, passing the limit was not always enough; note: strong numbers were not always called active
Target sequence (P63279 whole entry, looked up): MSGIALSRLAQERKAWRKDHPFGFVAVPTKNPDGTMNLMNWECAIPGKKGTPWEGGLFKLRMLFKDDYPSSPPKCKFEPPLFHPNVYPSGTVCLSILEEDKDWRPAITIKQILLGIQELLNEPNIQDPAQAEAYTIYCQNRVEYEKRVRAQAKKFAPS
MEKK3 PB1 HTS – modulators (inhibitors or enhancers) of MEK5 binding to human MEKK3 PB1 domain | bead-based flow cytometry, Alexa488-MEK5 binding to MEKK3; actives lie on both sides; 0 = blocked by unlabeled MEK5, 100 = vehicle | binding response (% of control), % at 10 µM | 290,000 compounds, 1.4% hits | AID 1529;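 active = binding response more than 3 SD above or below the average of its plate-row segment, actives on both sides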;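 note: Alexa488 bead fluorescence after subtracting the streptavidin-only scavenger bead signal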
Target sequence (Q99759 whole entry, looked up, the tested form may be a part): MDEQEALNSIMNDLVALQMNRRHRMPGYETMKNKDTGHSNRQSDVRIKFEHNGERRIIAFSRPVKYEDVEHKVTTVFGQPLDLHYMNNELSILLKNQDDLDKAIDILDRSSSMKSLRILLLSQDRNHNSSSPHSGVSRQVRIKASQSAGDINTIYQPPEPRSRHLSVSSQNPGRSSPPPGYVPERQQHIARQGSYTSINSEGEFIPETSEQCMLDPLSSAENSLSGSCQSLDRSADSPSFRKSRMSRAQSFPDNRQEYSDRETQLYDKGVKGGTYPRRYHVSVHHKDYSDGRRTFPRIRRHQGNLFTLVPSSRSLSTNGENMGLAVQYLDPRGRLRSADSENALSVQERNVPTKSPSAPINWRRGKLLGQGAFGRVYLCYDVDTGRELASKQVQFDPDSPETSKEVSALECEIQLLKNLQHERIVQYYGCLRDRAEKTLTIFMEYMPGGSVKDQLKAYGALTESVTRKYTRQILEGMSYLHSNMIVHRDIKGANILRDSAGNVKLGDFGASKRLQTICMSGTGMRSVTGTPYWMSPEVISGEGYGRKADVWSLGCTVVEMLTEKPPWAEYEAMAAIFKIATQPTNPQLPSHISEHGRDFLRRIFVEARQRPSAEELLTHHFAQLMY
IMP-1 inhibitor – inhibitors of Pseudomonas aeruginosa IMP-1 metallo-beta-lactamase | purified IMP-1, nitrocefin hydrolysis, epi-absorbance fluorescence | 290,000 compounds, 0.45% hits | inhibition, % at 5.6 µM;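 active = inhibition above the mean plus 3 SD of all compounds in the same screening run, cut at about 4.5% in these data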;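 note: 0% = IMP-1 with DMSO and 100% = DMSO wells lacking enzyme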
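system = purified recombinant IMP-1 beta-lactamase | amount = 0.2 nM IMP-1, as dispensed | medium = HEPES buffer pH 7.1 with ZnSO4 and Brij 35 | times = 25 °C, 15 min preincubation, 25 min reaction | detection = plate fluorescence quenching by hydrolysis product, ex 480/em 530 nm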
NS3 helicase inh – blocks Hepatitis C virus NS3 helicase unwinding. NS3 helicase DNA unwinding, Cy5 molecular beacon fluorescence. inhibition, % at 10.9 µM. 290,000 compounds, 0.56% hits. AID 1800;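 active = inhibition above the mean of all tested compounds plus 3 SD, set per campaign, cut at about 35% in these data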;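 note: 0% = DMSO wells and 100% = thioflavine S control wells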
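Assay system – hepatitis C virus NS3 helicase domain fragment enzyme · Buffer or medium – MOPS pH 6.5, MgCl2, DTT, Tween20, BSA · Reagent – Cy5/quencher beacon DNA duplex and ATP to start · Compound – single 10.9 µM dose · Timing – 1 h at 25 °C · Technique – Cy5 beacon fluorescence read at start and 1 h · Measure – % inhibition of unwinding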
FID counter – counter-screen for HCV NS3 helicase inhibitors: DNA intercalator displacement; DNA fluorescent intercalator displacement, fluorescence; inhibition, % at 7.9 µM; 290,000 compounds, 0.17% hits; AID 1845; in the data active = inhibition above about 37%;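 note: 0% = vehicle and 100% = reference compound; higher means more ethidium bromide displaced from hairpin DNA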
VIM-2 inh – inhibitors of Pseudomonas aeruginosa VIM-2 metallo-beta-lactamase; purified VIM-2, nitrocefin hydrolysis, epi-absorbance fluorescence; inhibition, % at 5.6 µM; 290,000 compounds, 0.89% hits; AID 1527;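 active = inhibition above the mean of all tested compounds plus 3 SD, cutoff set per screening run, cut at about 7.5% in these data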;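 note: red hydrolysis product quenches plate fluorescence so inhibitors raise well fluorescence; 0% = enzyme with DMSO and 100% = DMSO without enzyme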
PHOSPHO1 inh – blocks human PHOSPHO1 phosphatase activity; Q8TCT1; recombinant PHOSPHO1, absorbance phosphatase assay; inhibition, % at 13.3 µM; 290,000 compounds, 1.1% hits; AID 1565; in the data active = inhibition above about 60%
Target sequence (Q8TCT1 whole entry, looked up): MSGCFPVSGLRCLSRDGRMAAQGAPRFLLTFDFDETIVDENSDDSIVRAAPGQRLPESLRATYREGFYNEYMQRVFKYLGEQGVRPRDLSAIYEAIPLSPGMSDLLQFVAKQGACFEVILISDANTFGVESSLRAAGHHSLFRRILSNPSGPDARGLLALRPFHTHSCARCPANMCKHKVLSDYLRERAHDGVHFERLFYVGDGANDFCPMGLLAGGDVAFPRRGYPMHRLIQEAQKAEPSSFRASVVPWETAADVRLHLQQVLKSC
* marks the source's active call; other numbers are inactive results; / = no result given.

SMILES	pCIP destab	IDE cell activ	UBC9 SUMO inh	MEKK3 PB1 HTS	IMP-1 inhibitor	NS3 helicase inh	FID counter	VIM-2 inh	PHOSPHO1 inh
COc1ccccc1N/C(N)=N/c1nc(CSc2ccc(C)cc2)cc(=O)[nH]1	-17	-2	-11	104	-1.3	-3	-11	-5.9	6
CCOc1ccc(N=Nc2c(=O)[nH]n3c(=O)cc(C)[nH]c23)cc1	-4	0	2	95	-4.3	2	-16	-4.0	4
CC(C)(C)c1nc2c(Br)cc(Br)cc2c(=O)o1	-6	3	18	90	-0.8	11	-6	-1.7	-2
CCOc1ccc2c(c1)c1nc3ccccc3nc1n2C	9	0	19	101	0.0	-7	-16	8.4*	2
CCC(C)NC(=O)c1nc2c(nnn2Cc2ccccc2Cl)c(=O)[nH]1 (stereo not given)	1	1	5	97	-4.4	11	-26	-4.1	18
CCCNC(=O)c1c[nH]c2ccc(S(=O)(=O)N(C)c3ccc(OCC)cc3)cc2c1=O	-1	/	-13	116	-0.2	-6	-2	-3.8	10
CSc1ccccc1-c1n[nH]c(=S)o1	-3	-1	19	99	-3.5	-2	-8	-3.5	45
CCCN(CCC)CCCNC(=O)CC1Nc2ccccc2NC1=O (stereo not given)	-6	10	7	93	-3.1	4	-5	-1.9	11
Cc1ccc(CSCC(=O)N2CCN(Cc3ccc4c(c3)OCO4)CC2)cc1	-6	5	-8	117	-1.8	-5	-22	-2.5	-6
CN1CCN(c2nc(-c3ccccc3)ncc2S(=O)(=O)c2ccccc2)CC1	-1	2	3	101	-1.8	-14	12	0.2	-38
O=C(CN1C(=O)C2CC=CCC2C1=O)OCC(=O)c1ccc(Cl)c([N+](=O)[O-])c1 (stereo not given)	-9	3	4	100	-0.3	-2	-9	-2.4	18
CCC(=O)Nc1ccccc1Sc1ncnc2scc(-c3ccccc3)c12	-6	-3	1	113	-3.8	-10	-26	-2.5	12
CC(=O)NC1=NN(C(C)=O)C(c2cccs2)S1 (stereo not given)	5	3	-44	92	-3.4	2	2	-2.6	4
CCOc1ccc(CNC(=O)C2CCCN(S(=O)(=O)N3CC(C)CC(C)C3)C2)cc1OC (stereo not given)	-5	0	2	102	1.1	-3	-44	-3.1	20
Cn1nnc2cc(C(=O)NCCC3=CCCCC3)ccc21	5	3	-7	99	-2.8	-2	-10	-2.1	21
CCc1cccc2c(C#N)cn(CC(=O)NCCOC)c12	0	1	8	95	-2.6	5	-5	-3.3	13
Cc1ccc(C(=O)Nc2nc(=O)n(C(=O)c3ccccc3Cl)s2)cc1	-2	-1	15	92	-2.4	11	-24	-4.0	30
CC(C)CC(=O)N(c1ccc(F)cc1)C1C=CS(=O)(=O)C1 (stereo not given)	9	0	-13	103	-0.3	11	-1	0.6	-9
CCCC(=O)Nc1nnc(CC(=O)N2CCCC2)s1	-15	0	10	99	-6.8	1	-4	-2.1	11
Cc1cccc2c(=O)cc(C)n(CC(=O)N3CCCCC3)c12	-19	-1	18	99	-2.4	-4	2	-1.0	25

Quoted at random: 3 records from the list, in no set order.
SMILES	pCIP destab	IDE cell activ	UBC9 SUMO inh	MEKK3 PB1 HTS	IMP-1 inhibitor	NS3 helicase inh	FID counter	VIM-2 inh	PHOSPHO1 inh
CCCC(=O)Nc1nnc(CC(=O)N2CCCC2)s1	-15	0	10	99	-6.8	1	-4	-2.1	11
CSc1ccccc1-c1n[nH]c(=S)o1	-3	-1	19	99	-3.5	-2	-8	-3.5	45
Cc1cccc2c(=O)cc(C)n(CC(=O)N3CCCCC3)c12	-19	-1	18	99	-2.4	-4	2	-1.0	25

Additional compounds follow.
SMILES	pCIP destab	IDE cell activ	UBC9 SUMO inh	MEKK3 PB1 HTS	IMP-1 inhibitor	NS3 helicase inh	FID counter	VIM-2 inh	PHOSPHO1 inh
O=C(CN1C(=O)C2C3CC(C(Br)C3Br)C2C1=O)OCC(=O)c1cccc([N+](=O)[O-])c1 (stereo not given)	-4	-1	-4	97	-2.2	1	2	-1.5	16
Cc1cc(NC(=O)CN2C(=O)NC3(CCCCCC3)C2=O)no1	-7	7	24	98	-5.1	17	-12	-3.7	20
O=[N+]([O-])c1ccc(Nc2nc(Cl)nc(NCCO)n2)cc1	8	5	3	96	-3.1	-10	-2	-1.9	7
COc1cc(/C=N/NC(=O)c2cc(C3CC3)[nH]n2)ccc1O	-1	0	3	107	-3.0	-32	-5	-2.5	-11
Cc1ccc(S(=O)(=O)NC2=NCN(CCc3ccccc3)CN2)cc1	-31	0	10	95	-3.5	0	-3	0.6	-21
O=C(Cc1ccccc1)N1CCN(S(=O)(=O)c2cccc([N+](=O)[O-])c2)CC1	-10	6	6	97	-1.9	1	2	-1.8	23
O=c1c2ccccc2nc2n1C(CBr)CS2 (stereo not given)	-8	0	13	107	-2.1	-8	2	-2.8	39
Cc1ccc(S(=O)(=O)Nc2ccccc2C(=O)OC(C)C(=O)Nc2ccc3ccccc3c2)cc1[N+](=O)[O-] (stereo not given)	-19	5	-21	98	-2.2	-18	-2	-1.0	-5
CCc1ccc(NC(=O)CC2S/C(=N/N=C3CCCCCC3)NC2=O)cc1 (stereo not given)	-14	5	-30	100	-0.5	-13	-32	-1.7	/
O=C1CC(c2ccc(S(=O)(=O)NCc3ccncc3)cc2)CN1 (stereo not given)	-27	2	13	91	-2.7	13	-2	1.8	4
O=C(NCC(c1cccnc1)N1CCN(c2ccccc2F)CC1)C1CCCCC1 (stereo not given)	-1	-3	-4	102	-5.0	2	-20	-1.2	0
O=C(NNc1cc(N2CCOCC2)nc(N2CCOCC2)n1)c1ccc([N+](=O)[O-])cc1	-7	0	/	102	-2.9	18	-9	1.0	8
COc1ccc(-c2cc(C(=O)Nc3c(C)n(C)n(-c4ccccc4)c3=O)no2)cc1OC	-2	-2	24	102	-2.2	9	-18	-1.1	-5
O=C(NCCS(=O)CCNC(=O)C(F)(F)F)C(F)(F)F	2	3	-2	100	-2.0	-6	0	1.2	13
O=C(Cc1ccccc1)NCC(=O)N/N=C/c1cccnc1	6	3	0	99	-2.9	-1	-5	-1.5	8
Cc1ccccc1N1CCN(Cc2ccc(Br)o2)CC1	-6	0	5	106	-1.1	-9	-3	-0.2	40
O=C(c1ccc(-c2ccccc2)cc1)c1ccc([N+](=O)[O-])cc1	-2	/	-4	105	-1.9	14	-7	-1.9	25
Nc1ccccc1C(=O)NCC1(c2ccccc2)CCCC1	0	1	10	105	-2.5	8	-18	-1.8	54
c1ccc(-c2nnsc2-c2nc3ccccc3[nH]2)cc1	0	2	9	95	-4.4	-11	-5	-0.5	-67
COc1ccc([N+](=O)[O-])cc1NC(=O)C(C)N1CCCC1 (stereo not given)	8	1	9	104	-6.3	4	-2	-4.8	20
Cc1noc(C)c1S(=O)(=O)N1CCN(S(=O)(=O)c2ccccc2C#N)CC1	1	2	3	100	-2.5	-5	-3	-3.7	36
CCN(CC(=O)NC1CCCC1)S(=O)(=O)c1ccc(Br)cc1	5	2	0	101	-3.1	3	-21	1.2	3
Cc1ccc(S(=O)(=O)Nc2cccc(C(=O)N3CCOCC3)c2)cc1	1	-1	-2	98	-2.0	2	-10	-2.1	9
COc1ccc(C/C(C)=N/NC(=S)Nc2ccc(Cl)cc2)cc1	-2	6	-4	98	-1.9	1	-1	-0.1	9
O=C(CSc1nnnn1C1CCCC1)NCc1cccs1	-14	2	22	97	-1.5	-8	0	-1.9	-24
Cc1ccc(NC(=O)CN(C)S(=O)(=O)c2ccc3c(c2)n(C)c(=O)c(=O)n3C)c(C)c1	-5	1	10	105	-2.9	-3	-24	-1.8	24
CC(=O)Nc1ccc(S(=O)(=O)N2CCC(C(=O)N[C@@H](Cc3ccccc3)C(=O)O)CC2)cc1	-24	6	8	100	-2.1	9	-21	-1.9	42
O=C(/C=C/c1c[nH]c2ccccc12)c1cccc2ccccc12	4	-4	10	97	-2.6	-6	-1	-1.3	-9
CCC(C)(C)NC(=O)CN(Cc1cccs1)C(=O)C(=O)Nc1ccc2c(c1)OCCO2	-21	-3	15	78	-3.4	4	-25	-1.9	11
C=CCNCCOc1c(C)cc(C)cc1Cl	1	2	-10	86	-2.1	-11	-3	-2.0	4
Cc1ccc(N2C(=O)CC(C3CCCO3)C2=O)cc1 (stereo not given)	4	6	17	95	-2.7	1	-2	-1.5	15
CCN(C(=O)CN1CCN(Cc2ccccc2)CC1)c1c(N)n(Cc2ccccc2)c(=O)[nH]c1=O	0	6	9	107	-2.9	-9	-3	-0.4	16
CCCOC1CCCN(C(=O)CCc2nnc(CCCCc3ccccc3)o2)C1 (stereo not given)	11	0	15	104	0.1	0	-44	-0.8	40
Cc1cccc(C)c1C(OCCN(C)C)C1CCCCC1 (stereo not given)	2	1	13	106	-1.9	-43	17	-1.7	-3
Cc1ccc(S(=O)(=O)C2C(=O)N(C)C3(C)CC2c2ccccc2O3)cc1 (stereo not given)	-19	1	-9	127	-3.2	-9	-9	-1.3	-1
CCCC(=O)Nc1ccc2c(c1)C(=O)NC2=O	-8	7	31	101	-2.8	11	-3	-0.2	-6
Cc1ccc(S(=O)(=O)N2CCCCC2)cc1NC(=O)CCOc1ccccc1	-7	1	4	97	-2.9	1	-22	-4.4	-6
CC1CCC(NC(=O)c2nc(Cn3ccc([N+](=O)[O-])n3)no2)CC1 (stereo not given)	-11	0	-2	99	-3.2	9	-6	-3.9	17
Cc1ccc(C(=O)c2cc([N+](=O)[O-])ccc2N2CCCCC2)cc1C	-8	4	-8	113	-0.7	8	4	-3.1	-4
CC1CCCN(CCOc2ccc3ccccc3c2Br)C1 (stereo not given)	5	3	8	102	-1.5	-34	23	-1.6	32
Cc1ccccc1N=C1SC(CC(=O)Nc2ccc3ccccc3c2)C(=O)N1Cc1ccccn1 (stereo not given)	-7	1	-32	99	-1.5	-17	-17	-4.2	-30
CCCc1cc(C(=O)NNC(=S)NCc2ccccc2)cs1	7	-7	1	106	-4.0	4	-10	-3.5	-41
CCOc1ccc(S(=O)(=O)N2CCC(C(=O)NCCN3CCOCC3)CC2)cc1C	-6	-1	-3	101	-1.2	-6	-8	-0.9	36
O=C(CN(c1ccc(Br)cc1)S(=O)(=O)c1ccc(Cl)c([N+](=O)[O-])c1)NCCc1ccccc1	-9	-1	-3	102	-1.3	0	-1	-3.2	8
O=[N+]([O-])c1ccc(SCc2ccco2)cc1N1CCOCC1	-5	1	5	102	-2.4	4	-14	-1.1	20
Cc1cc(C)cc(C(=O)NC(CC(N)=O)c2ccc(N3CCCCCC3)c([N+](=O)[O-])c2)c1 (stereo not given)	-8	-5	4	96	-4.2	-4	-22	-3.2	36
Cc1c(N2C(=O)C3C4C=CC(C5CC45)C3C2=O)c(=O)n(-c2ccccc2)n1C (stereo not given)	-13	1	11	103	-1.8	-4	-4	-1.9	32
COc1cc(OC)cc(C(=O)Nn2cc(C(=O)N3CCN(C)CC3)c3ccccc3c2=O)c1	-7	3	-14	117	-0.5	-2	8	1.4	6

A portion of the library. The share of hits here may be higher or lower than overall.
